High-throughput results from PubChem.
MCL1 BIM primary: inhibitors of human MCL1 binding to BIM-BH3 peptide; Q07820; inhibition, % at 10.9 µM; AID 2057; GST-MCL1 / FITC-Bim-BH3 fluorescence polarization; 0.68% of 320,000 active;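 active means inhibition above the mean inhibition of all tested compounds plus 3 SD, set per campaign, cut at about 40% in these data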;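 further: 0% = DMSO wells and 100% = unlabeled Bim-BH3 peptide control; higher means more loss of mP so more displacement of Bim peptide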
AHR activator: human AHR activation. 2.5% of 320,000 active. AHR-responsive luciferase reporter cells, luminescence. activation, % at 5 µM; in the data active means activation above about 47%;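 further: 0% = vehicle wells and 100% = reference agonist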
Target sequence (P35869 whole entry, looked up): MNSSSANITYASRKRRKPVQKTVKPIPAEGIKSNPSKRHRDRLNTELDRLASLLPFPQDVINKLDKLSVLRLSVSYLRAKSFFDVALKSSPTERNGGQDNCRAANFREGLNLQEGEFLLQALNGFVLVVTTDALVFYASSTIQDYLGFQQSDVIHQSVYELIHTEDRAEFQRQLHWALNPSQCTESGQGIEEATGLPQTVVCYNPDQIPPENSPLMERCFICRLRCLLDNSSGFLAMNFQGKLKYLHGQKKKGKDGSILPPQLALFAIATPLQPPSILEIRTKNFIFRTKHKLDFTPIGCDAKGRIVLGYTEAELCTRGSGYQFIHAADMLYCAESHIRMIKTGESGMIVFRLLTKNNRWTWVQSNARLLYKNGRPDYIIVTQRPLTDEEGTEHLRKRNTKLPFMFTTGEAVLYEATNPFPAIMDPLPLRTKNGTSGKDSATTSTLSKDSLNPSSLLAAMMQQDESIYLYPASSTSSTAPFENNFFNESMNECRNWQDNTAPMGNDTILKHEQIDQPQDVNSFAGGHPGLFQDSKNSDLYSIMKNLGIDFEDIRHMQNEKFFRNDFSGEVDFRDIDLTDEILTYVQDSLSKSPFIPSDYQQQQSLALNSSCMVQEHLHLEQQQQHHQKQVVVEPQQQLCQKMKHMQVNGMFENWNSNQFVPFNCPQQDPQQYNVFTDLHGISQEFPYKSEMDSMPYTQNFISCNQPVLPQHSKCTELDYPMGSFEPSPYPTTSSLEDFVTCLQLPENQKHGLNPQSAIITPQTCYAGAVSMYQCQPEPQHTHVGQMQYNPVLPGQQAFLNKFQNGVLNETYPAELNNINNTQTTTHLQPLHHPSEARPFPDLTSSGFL
pPAFAH inh: pPAFAH (human) enzyme inhibition. recombinant pPAFAH, FP-rhodamine probe fluorescence polarization. inhibition, % at 3.39 µM. 1.5% of 330,000 active. AID 463082;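 active means inhibition above the mean inhibition across the screen plus 3 SD, cut at about 25% in these data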;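 further: inhibitors block binding of the rhodamine activity-based probe so polarization drops; 0% = enzyme with DMSO and 100% = wells lacking pPAFAH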
MEX-5 binding: C. elegans MEX-5 TCR-2 RNA binding activity. 0.38% of 300,000 active. activity score (negative = inhibition of binding), % at 10 µM. AID 1832. MEX-5/FITC-TCR2 RNA binding, fluorescence polarization; active compounds read low;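 active means inhibition past about -25% in most replicates, and total fluorescence under double the plate's negative control median, limit read from the data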;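 further: 0% = DMSO and -100% = 5 µM competing unlabeled TCR2 RNA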
Bcl-xL primary: inhibitors of human Bcl-xL. GST-Bcl-xL / FITC-Bim BH3 peptide fluorescence polarization. Q07817. 0.7% of 320,000 active. inhibition, % at 10.9 µM;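 active means inhibition above the mean of all tested compounds plus 3 SD, cutoff set per campaign, cut at about 30% in these data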;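 further: 0% = DMSO wells and 100% = unlabeled Bim-BH3 peptide competitor; inhibitors lower millipolarization by displacing the labeled peptide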
Target sequence (Q07817 whole entry, looked up): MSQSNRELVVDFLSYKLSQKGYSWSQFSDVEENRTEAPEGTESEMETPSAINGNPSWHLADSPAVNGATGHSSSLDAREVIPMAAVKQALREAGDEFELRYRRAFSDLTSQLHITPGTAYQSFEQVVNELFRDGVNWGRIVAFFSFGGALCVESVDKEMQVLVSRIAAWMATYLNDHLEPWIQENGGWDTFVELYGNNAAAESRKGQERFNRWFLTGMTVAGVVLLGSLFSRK
Fam108B counter: blocks mouse Fam108B hydrolase in RBBP9 counter-screen | recombinant Fam108B, FP-Rh probe fluorescence polarization | inhibition, % at 9.51 µM | 0.33% of 300,000 active | AID 1947;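 active means inhibition above the screen mean inhibition plus 3 SD, computed separately per campaign, cut at about 18% in these data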;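 further: inhibitors lower polarization as less probe binds the enzyme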
PME-1 primary: blocks human protein phosphatase methylesterase 1; Q9Y570; recombinant PME-1, FP-Rh probe fluorescence polarization; inhibition, % at 5.9 µM; 0.53% of 320,000 active; AID 2130;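 active means inhibition above the campaign mean of all compounds plus 3 SD, cut at about 26% in these data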;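 further: competitive labeling of PME-1 active site by serine hydrolase directed probe; 0% = PME-1 with DMSO and 100% = wells lacking PME-1 enzyme; inhibitors block probe labeling so polarization falls and inhibition rises; many of its hits are not listed in these tables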
PAFAH1B2 FP inh: inhibitors of human PAFAH1B2. inhibition, % at 3.39 µM. recombinant PAFAH1B2, FP-rhodamine activity probe, fluorescence polarization. 1.2% of 340,000 active;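 active means inhibition above the mean of all tested compounds plus 3 SD, cut at about 24% in these data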;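 further: 0% = enzyme with DMSO and 100% = wells lacking PAFAH1B2; many of its hits are not listed in these tables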
GLD-1 RNA inh: GLD-1-TGE RNA interaction inhibition (C. elegans). purified GLD-1 + fluorescein TGE RNA, fluorescence polarization. inhibition, % at 5.96 µM. 0.44% of 320,000 active;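 active means percent inhibition above a per-plate cutoff, the plate mean of test compounds plus 3 SD, cut at about 30% in these data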;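 further: 0% = DMSO wells with GLD-1 and probe and 100% = wells lacking GLD-1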
Starred values were filed as active, the others as inactive; · = not tested or not shown.

SMILES	MCL1 BIM primary	AHR activator	pPAFAH inh	MEX-5 binding	Bcl-xL primary	Fam108B counter	PME-1 primary	PAFAH1B2 FP inh	GLD-1 RNA inh
CC(=O)N1CCN(c2ccccc2NC(=O)COc2cc(C)cc(C)c2)CC1	3	-2	7	1.2	2	1	10	6	4
CCCC(c1nnnn1C(C)(C)C)N1CCN(C(=O)c2ccco2)CC1 (configuration not stated)	-2	3	0	-3.0	3	2	-1	-1	1
Cc1cccc(NC(=O)Nc2cccc(C#N)c2)n1	-2	20	4	3.1	5	1	1	4	4
Cc1ccccc1NC(=O)C(c1ccccc1)C1CCCC1 (configuration not stated)	-3	2	6	-0.8	5	0	2	7	4
COc1ccc(-c2csc(N(Cc3ccccc3)C(=O)COc3ccc(Cl)cc3)n2)cc1	4	6	-6	-1.2	5	0	2	-1	6
N#C/C(=C\c1ccco1)C(=O)NCc1ccccc1	11	4	-9	-1.5	5	0	-2	0	8
Cc1ccc(CNC(=O)c2ccc(CNc3c(N4CCCC4)c(=O)c3=O)cc2)cc1	3	-1	4	0.7	4	3	1	8	0
Cc1cccc(N2C(=O)/C(=C\c3ccc(C(=O)O)cc3)c3ccccc3C2=O)c1	3	1	4	-1.7	5	6	-3	0	1
O=C1NC[C@@H](Cc2ccc(O)cc2)N(CC2CCCCC2)C1=O	-4	-1	1	-2.3	1	-6	1	-3	-2
CC(C)(C(=O)c1ccccc1)/[N+]([O-])=C/c1ccc(Br)cc1	-4	2	-9	·	2	0	4	5	-6
Cc1cccc(C(=O)N2CCc3cc(-c4csc(NC(=O)CN5CCCC5)n4)ccc32)c1	7	2	6	3.5	1	2	3	-3	-1
O=C(CCCN1C(=O)/C(=C/c2cccs2)SC1=S)NNC(=O)c1ccc(F)cc1	-2	11	6	·	2	-1	5	0	6
Cn1nc(C(F)(F)F)c2cc(C(=O)Nc3ccc(Cl)cc3)sc21	-4	64*	0	1.0	-4	-23	-6	-15	1
Cc1ccc2ncnc(Nc3cccc([N+](=O)[O-])c3)c2c1	-6	30	3	-1.1	2	-3	-1	-1	8
COCCN1C(=O)N[C@H](c2cccc(C(F)(F)F)c2)C(C(=O)OC)=C1C	7	1	0	-0.1	5	0	1	·	3
CCOc1ccc(/C=N/NC(=O)CN2CCCCCCC2)cc1	7	3	4	0.4	5	0	-3	2	4
CC(/C=C1\N=C(SCc2ccccc2)SC1=O)=C\c1ccccc1	6	1	5	-0.2	5	-4	-4	1	7
Cc1ccccc1CS(=O)(=O)CCC(=O)NCCCN1CCOCC1	1	0	-3	-1.6	4	4	0	3	10
Cc1cccc(-c2noc(-c3ccc4c(c3)OCO4)n2)c1	9	21	-4	-7.2	10	1	3	-2	3
COCCN(Cc1nnc(-c2cccs2)o1)C(=O)CN1C(=O)NC2(CCCCC2)C1=O	·	-1	0	·	·	·	·	-3	-3
CC1CC(Nc2ccccc2)c2ccccc2N1C(=O)c1ccccc1F (configuration not stated)	1	3	5	-0.3	4	-2	1	-1	-1
CCCN(CC(=O)Nc1ccccc1OC)C(=O)Cc1ccccc1F	-2	2	3	0.8	1	1	2	0	-1
COc1ccc(CNCCC2(C(C)C)CCOC(C)(C)C2)cc1 (configuration not stated)	7	0	0	0.8	0	6	1	6	6
Cc1nc(-c2ccccc2)sc1-c1ccn[nH]1	-1	12	5	0.3	0	-1	5	11	2
Cc1ccc(-c2cc(N)on2)cc1	-1	2	3	0.0	5	1	5	8	-1
Cc1ccnc(SCC(=O)NC2CCCCCC2)n1	0	-2	0	3.1	2	0	-10	-3	2
Nc1ccc(SCc2nc3cccc4c3n2CCC4)cc1	9	4	0	2.8	0	5	0	9	-1
CSc1nc2ccc3nc(NC(=O)C4COc5ccccc5O4)sc3c2s1 (configuration not stated)	0	0	-6	4.1	1	-18	-26	-2	1
CCc1ccc(C(=O)Cn2cnc3cc([N+](=O)[O-])ccc3c2=O)cc1	1	2	8	-0.2	4	3	-1	4	-8
CSc1nsc(N/N=C/c2ccccc2)c1C#N	0	60*	8	-2.0	0	2	6	2	2
OCCC1CN(Cc2ccon2)CCN1CCc1ccccc1 (configuration not stated)	4	5	-3	-1.9	2	-2	-4	-2	1
O=C(Nc1cc(Cl)ccc1Cl)c1noc2c1CCCC2	4	75*	3	2.4	3	4	3	3	3
COc1ccc(NC2CCCN(C(=O)c3ccc(OC)o3)C2)cc1 (configuration not stated)	7	4	4	-0.3	5	9	3	1	7
O=C(CN1CCOCC1)Nc1ccc(Br)cn1	1	1	3	-0.2	2	4	7	2	1
OC(COCc1ccco1)CN1CCN(C(c2ccccc2)c2ccccc2)CC1 (configuration not stated)	-10	7	1	-2.8	-3	-2	-4	5	-6
COc1ccccc1N1CCN(C2CCCN(C(=O)c3cccc(-c4ccco4)c3)C2)CC1 (configuration not stated)	3	4	0	-1.7	2	5	8	3	-1
CCOC(=O)C1(Cc2ccccc2C(F)(F)F)CCN(Cc2ccon2)CC1	4	1	-2	2.8	-1	-3	-1	3	10
COc1cccc(C2Nc3ccccc3C(=O)N2O)c1O (configuration not stated)	6	-2	6	-0.1	7	-15	1	5	10
COc1ccc(NC(=O)CS(=O)(=O)c2cn(CC(=O)N(C(C)C)C(C)C)c3ccccc23)c(OC)c1	0	-2	-4	1.1	0	4	5	1	8
O=C(NCc1cccs1)c1noc2c1CCCCC2	1	1	7	·	5	-2	0	-1	-3
CC1(C)Cc2nc(-c3ccccc3)nc(SCC(=O)N3CCOCC3)c2CO1	7	3	3	0.7	-3	8	-4	-1	4
C#CCOCCOCCOCCNc1nc(N2CCN(C(=O)[C@H]([C@@H](C)CC)n3cc([C@@H](N)CC(C)C)nn3)CC2)nc(N2CCN(C(=O)[C@H](CCCCN)n3cc([C@@H](N)C(C)CC)nn3)CC2)n1 (some centres not stated)	4	1	2	-1.9	8	0	0	-1	-4
Cn1nc(C(=O)NCCCN2CCCCC2)c2c1-c1ccccc1S(=O)(=O)C2	2	1	1	-0.8	5	0	-1	5	2
Cc1ccc(OCc2cc(C(=O)NCc3ccc(OC(F)(F)F)cc3)no2)cn1	8	-2	17	-0.5	4	-1	-4	4	-8
CCCN1CNc2c(c(=O)[nH]c(=S)n2CCc2ccc(OC)c(OC)c2)C1	10	9	-3	0.9	7	5	-3	-3	0
O=C(NCCCNC(=O)c1cnccn1)c1cccc(F)c1	0	-1	2	2.2	2	0	0	6	4
CCOC(=O)Cc1csc(NC(=O)CN(C)S(=O)(=O)c2cccc3cccnc23)n1	3	2	-2	·	0	2	-4	-1	4
CCn1c(=S)sc2c(=O)n(CC(=O)Nc3ccc(C(C)=O)cc3)c(C)nc21	-4	-2	3	-0.4	-4	4	1	0	-4
Fc1cccc2sc(N3CCCC3)nc12	0	-3	3	-0.2	4	2	-2	4	0
CN(C)S(=O)(=O)c1ccc(Cl)c(C(=O)Nc2nc3ccccc3[nH]2)c1	0	7	3	-2.8	1	-3	-4	7	-7
COc1ccc(Nc2c(-c3ccc(OC)cc3)nc3cnccn23)cc1	5	15	8	0.8	-1	3	2	2	4
COCCN(C(=O)CCC(=O)Nc1ccccn1)C(C(=O)NC(C)C)c1ccc(C)cc1 (configuration not stated)	-5	-1	3	0.0	5	2	2	-3	0
O=C(CSc1ncnc2scc(-c3ccccc3)c12)N1CCN(Cc2ccc3c(c2)OCO3)CC1	-18	16	21	-5.7	-1	5	3	-4	-17
COc1cccc(C(=O)COC(=O)C2CC3CCCC(C2)C3=O)c1 (configuration not stated)	-9	3	4	1.0	-4	1	-11	7	3
Cc1ccc2nsnc2c1S(=O)(=O)NCc1ccncc1	11	1	7	-1.2	6	0	-1	6	4
O=c1c2ccccc2n(Cc2cccc(F)c2)c(=O)n1C1CCCC1	4	-3	2	-0.4	0	-1	3	1	2
CCN(c1ccccc1)S(=O)(=O)c1ccc(Cl)c(NC(=O)COC(=O)C2CC2C)c1 (configuration not stated)	-1	1	21	1.0	0	4	13	-2	2
COC(=O)CCC/C=C1/SCC(NC(=O)c2ccccc2)C1O (configuration not stated)	10	-2	2	2.6	6	-6	-3	1	-2
O=C(CCc1ccc(S(=O)(=O)N2CCOCC2)cc1)Nc1ccc(N2CCOCC2)cc1	-6	7	-1	1.6	4	3	0	8	5
COc1ccccc1/C=C/c1nc(S(=O)(=O)c2ccccc2)c(NCCN(C)C)o1	5	7	-6	6.9	6	-1	-10	2	2

In a second layout: entries from further up
compound: CN(C)S(=O)(=O)c1ccc(Cl)c(C(=O)Nc2nc3ccccc3[nH]2)c1
  MCL1 BIM primary = 0
  AHR activator = 7
  pPAFAH inh = 3
  MEX-5 binding = -2.8
  Bcl-xL primary = 1
  Fam108B counter = -3
  PME-1 primary = -4
  PAFAH1B2 FP inh = 7
  GLD-1 RNA inh = -7
compound: COc1ccc(Nc2c(-c3ccc(OC)cc3)nc3cnccn23)cc1
  MCL1 BIM primary = 5
  AHR activator = 15
  pPAFAH inh = 8
  MEX-5 binding = 0.8
  Bcl-xL primary = -1
  Fam108B counter = 3
  PME-1 primary = 2
  PAFAH1B2 FP inh = 2
  GLD-1 RNA inh = 4

The results go on:
SMILES	MCL1 BIM primary	AHR activator	pPAFAH inh	MEX-5 binding	Bcl-xL primary	Fam108B counter	PME-1 primary	PAFAH1B2 FP inh	GLD-1 RNA inh
CCOc1ccc2nc(NS(C)(=O)=O)sc2c1	13	7	2	2.1	7	5	-6	-2	2
COn1c(=O)c(=O)n(OC)c2ccccc21	5	-1	4	-0.4	-3	0	4	1	1
O=C(CN1CCCCC1CO)c1ccc(OC(F)F)cc1 (configuration not stated)	-2	1	1	0.0	2	3	0	-1	6
COc1cccc(-c2nnc(SCC(=O)NC3CCS(=O)(=O)C3)n2C)c1 (configuration not stated)	3	0	-11	·	2	·	-17	-2	-3
CCCCN(C(=S)Nc1ccccc1)C1CCS(=O)(=O)C1 (configuration not stated)	2	1	-2	0.3	9	0	-6	2	5
CCc1ccc(CNC(=O)CCc2nnc(CCc3ccc(OC)cc3)o2)nc1	12	9	-1	-0.9	-3	-1	5	5	3
O=Cc1cn(Cc2ccccc2)nc1-c1cccnc1	6	15	-8	1.1	1	6	-4	0	-2
CC1CC(C)CN(C(=O)C(Cc2ccccc2)n2cccc2)C1 (configuration not stated)	-4	3	-7	0.7	2	1	-2	11	0
O=S(=O)(c1cccs1)N1CCN(c2ccnc3cc(Cl)ccc23)CC1	1	-3	5	3.7	-1	-2	5	·	7
Cc1ccc(NC(=O)CCn2c(=O)[nH]c3ccsc3c2=O)cc1F	1	-6	-1	-1.5	1	-3	0	2	-6
N[C@@H](Cc1ccccc1)C(=O)N1CCC(C(=O)N[C@@H](CCC(=O)O)C(=O)O)CC1	-3	3	0	-0.8	2	0	-3	0	1
O=C(CSc1nnc(Nc2ccccc2)s1)NCc1cccs1	0	5	1	0.0	4	-3	-11	4	-4
Cc1ccc(/C=C2\C(=N)N3N=C(CC(=O)N4CCOCC4)SC3=NC2=O)o1	11	2	11	-4.9	11	-2	-1	0	6
COC(=O)COc1ccc(S(=O)(=O)Nc2ccccc2SC)cc1	8	-1	-1	2.2	3	-3	1	2	-1
CC(=O)OCCN1C(=O)c2ccc(-c3nc4ccccc4c(=O)o3)cc2C1=O	2	-2	2	-0.6	2	2	-4	2	3
CCOC(=O)Nc1cc(=O)c2ccccc2o1	-2	1	0	0.2	-1	-5	3	0	-5
CCOc1ccc(NC(=O)COc2ccc(C(=O)NCC3CCCO3)cc2OC)cc1 (configuration not stated)	2	3	3	·	2	·	-24	1	1
CCCCc1cc(=O)oc2cc(C)cc(OCC(=O)N3CCC(C(=O)O)(c4ccccc4)CC3)c12	6	0	10	0.0	1	1	3	2	3

These rows are one share of the data; rates above refer to the full screens.
